D1 agonist: agonists of human D1 dopamine receptor; P21728; HEK293 T-REx D1 cells, calcium flux, agonist mode; activation, % at 2 µM; 1% of 360,000 active; further: 0% is about no effect
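Inducible HEK293 T-REx D1 cells, force-coupled to calcium signalling, were plated at 4000 cells/well with tetracycline and held overnight at 30 C. After no-wash calcium dye loading, compound-evoked calcium rise over 180 s flagged agonists.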
TRHR agonist: activates the human TRH receptor | P34981 | TRHR cells, calcium flux fluo-8, FDSS agonist mode | activation, % at 2 µM | 0.18% of 360,000 active | AID 493084; further: 0% is about no effect
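In this calcium-flux screen, cells bearing human TRHR are dye-loaded with fluo-8, baselined for 10 cycles, then exposed to library compounds; positive kinetic calcium responses during the agonist phase mark hits, with TRH as control.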
D2 antag: antagonists of human D2 dopamine receptor; P14416; HEK293 TREx D2 cells, calcium flux, dopamine EC80; inhibition, % at 10 µM; 2% of 340,000 active; AID 485344; in the data active means inhibition above about 30%; further: 0% is about no effect
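In this primary screen, negative modulation is detected by tracking calcium flux after an EC80 dopamine challenge in inducible HEK293 T-REx D2 cells preexposed to test compound for 180 s.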
D1 PAM: potentiators of human D1 dopamine receptor. P21728. HEK293 TREx D1 cells, calcium flux, dopamine EC20 potentiation. potentiation, % at 10 µM. 0.036% of 360,000 active. AID 504651; in the data active means potentiation above about 30%; further: 0% is about no effect
RXFP1 antagonist: RXFP1 (human) relaxin receptor antagonism; HEK293-RXFP1, relaxin-stimulated cAMP HTRF, 30 min; hits give low values; activity change, negative = inhibition, % at 57.5 µM; 0.59% of 350,000 active; Q9HBX9;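 active means activity change of -60% or lower, but not beyond a set lower limit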; further: on the % scale 0 is the no-effect control and ±100 the full control effect
Target sequence (Q9HBX9 whole entry, looked up): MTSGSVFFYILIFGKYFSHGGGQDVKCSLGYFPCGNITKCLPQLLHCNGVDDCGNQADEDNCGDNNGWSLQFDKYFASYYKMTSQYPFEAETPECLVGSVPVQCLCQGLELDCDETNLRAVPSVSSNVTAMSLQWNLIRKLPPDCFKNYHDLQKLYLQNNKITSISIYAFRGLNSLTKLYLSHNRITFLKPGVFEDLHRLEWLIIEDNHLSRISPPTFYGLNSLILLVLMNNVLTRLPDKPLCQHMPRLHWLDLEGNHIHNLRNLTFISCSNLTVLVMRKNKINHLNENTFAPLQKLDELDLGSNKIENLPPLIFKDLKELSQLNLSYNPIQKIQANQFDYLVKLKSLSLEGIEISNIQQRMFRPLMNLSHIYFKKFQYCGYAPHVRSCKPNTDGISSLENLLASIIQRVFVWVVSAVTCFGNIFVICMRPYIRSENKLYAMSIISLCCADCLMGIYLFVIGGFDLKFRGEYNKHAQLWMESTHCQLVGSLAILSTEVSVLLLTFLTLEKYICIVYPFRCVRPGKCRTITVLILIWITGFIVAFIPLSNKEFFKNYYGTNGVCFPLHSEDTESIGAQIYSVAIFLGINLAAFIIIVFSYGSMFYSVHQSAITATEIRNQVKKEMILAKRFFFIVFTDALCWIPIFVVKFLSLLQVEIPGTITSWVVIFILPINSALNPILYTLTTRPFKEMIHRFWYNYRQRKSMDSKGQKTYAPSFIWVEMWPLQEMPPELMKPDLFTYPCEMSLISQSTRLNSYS
TRHR enhancer: TRH receptor (human) allosteric enhancement | TRHR cells, fluo-8 calcium fluorescence, EC20 TRH enhancement | 0.66% of 360,000 active | AID 493056 | enhancement, % at 2 µM; in the data active means enhancement above about 30%; further: 0% is about no effect
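Enhancer read-out: after compound pinning and an initial kinetic agonist-mode read, an EC20 of TRH (10 nM final) was injected and fluo-8 calcium signal (Ex 480/Em 530) followed at 1 s/cycle for 100 cycles in TRHR-expressing cells.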
D1 antagonist: blocks dopamine activation of the human D1 receptor; HEK293 TREx D1 cells, calcium flux, dopamine EC80; hits give low values; activity change, negative = inhibition, % at 10 µM; 3.2% of 360,000 active; AID 504652; in the data active means activity change below about -30%; further: on the % scale 0 is the no-effect control and ±100 the full control effect
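Cells carrying a force-coupled, tetracycline-inducible human D1 receptor report calcium flux. Each well gets a 10 s baseline, compound with 180 s monitoring, then an EC80 dopamine stimulus with a second 180 s kinetic read.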
D2 agonist: D2 dopamine receptor (human) agonism; 0.53% of 340,000 active; activation, % at 2 µM; P14416; HEK293 T-REx D2 cells, calcium flux agonist mode;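 active means activation over 3 SD above normal in the single-dose calcium agonist read, cut at about 30% in these data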; further: 0% is about no effect
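Calcium-flux readout, 1 cycle/sec over 180 s following compound pin transfer, in inducible HEK293 Trex D2 cells (force-coupled); dopamine controls included. Positive calcium responses during this window marked compounds as potential agonists.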
D2 potentiator: positive allosteric modulators of human D2 dopamine receptor; potentiation, % at 10 µM; 0.34% of 340,000 active; HEK293 T-REx D2, calcium flux, EC20 dopamine potentiation;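 active means potentiation over 3 SD above the plate norm, cut at about 30% in these data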; further: 0% is about no effect
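Tetracycline-induced HEK293 T-REx cells force-coupled to calcium signalling expressed D2; compounds were pin-added after a 10 s baseline, read kinetically 180 s, then an EC20 dopamine challenge followed with a further 180 s calcium read.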
* = called active by the depositor. Unless noted, no stated cut-off is given here; in the data, active means activation above about 30%; inactive means the rest.

`Cc1nc2ccccn2c1C(=O)NNS(=O)(=O)c1ccc(C(C)(C)C)cc1` gave D1 agonist 10, TRHR agonist 0.0, D2 antag -4, D1 PAM 2, RXFP1 antagonist -3, TRHR enhancer 0, D1 antagonist 0, D2 agonist 0.4 and D2 potentiator 0.
`COc1ccc(CCNC(=O)c2cc3cccc4c3n2CC(C)S4)c(OC)c1OC` (stereo not drawn) gave D1 agonist 3, TRHR agonist -0.1, D1 PAM 0, RXFP1 antagonist -22, TRHR enhancer -1, D1 antagonist -4, D2 agonist -0.9 and D2 potentiator -5.
COc1ccc(NC(=O)C2CCCN(S(=O)(=O)c3c(C)[nH]c(=O)[nH]c3=O)C2)c(OC)c1 (stereo not drawn) was read as D1 agonist 3, TRHR agonist 1.5, D1 PAM 2, TRHR enhancer -7, D1 antagonist 8, D2 agonist 0.1 and D2 potentiator -4.
Screening O=C(NCCCN1CCN(CCCNC(=O)c2cccc(Cl)c2)CC1)c1cccc(Cl)c1 returned D1 agonist 3, TRHR agonist -0.9, D2 antag 2, D1 PAM -4, RXFP1 antagonist -6, TRHR enhancer 4, D1 antagonist -8, D2 agonist -0.7 and D2 potentiator -11.
For COc1ccccc1C(=O)N1CCN(Cc2ccc3c(c2)OCO3)CC1 the results were D1 agonist -1, TRHR agonist 0.4, D1 PAM -5, RXFP1 antagonist 9, TRHR enhancer 1, D1 antagonist -11, D2 agonist 8.4 and D2 potentiator -11.
For Cc1cc(C)nc(Nc2n[nH]c(COc3ccc4ccccc4c3)n2)n1 the results were D1 agonist -1, TRHR agonist 0.0, D2 antag 1, D1 PAM -1, RXFP1 antagonist 8, TRHR enhancer 7, D1 antagonist -4, D2 agonist -0.1 and D2 potentiator -6.
For COc1ccc(OC)c(C2CC(=O)N3CN(c4ccc(C)c(Cl)c4)CSC3=C2C#N)c1 (stereo not drawn) the results were D1 agonist 0, TRHR agonist 0.3, D2 antag 5, D1 PAM -2, RXFP1 antagonist 9, TRHR enhancer 17, D1 antagonist 2, D2 agonist 0.8 and D2 potentiator -5.
Screening CCOc1cc(C2c3c(oc4ccc(F)cc4c3=O)C(=O)N2Cc2ccc(C)cc2)ccc1O (stereo not drawn) returned D1 agonist -1, TRHR agonist -0.3, D1 PAM -1, RXFP1 antagonist -8, TRHR enhancer 1, D1 antagonist -4, D2 agonist -0.1 and D2 potentiator 6.
COc1cc([N+](=O)[O-])ccc1NC(=O)CCN1C(=O)C2C3CCC(C3)C2C1=O (stereo not drawn) was read as D1 agonist -1, TRHR agonist 0.3, D1 PAM -2, RXFP1 antagonist -4, TRHR enhancer -6 and D1 antagonist -8.
Screening Cc1cc(C(C#N)c2ccccc2F)n2ncnc2n1 (stereo not drawn) returned D1 agonist 0, TRHR agonist -0.1, D2 antag -5, D1 PAM -1, RXFP1 antagonist 7, TRHR enhancer 7, D1 antagonist -14, D2 agonist 1.3 and D2 potentiator -9.
`CCCN(CCC)S(=O)(=O)c1ccc(C(=O)N2CCN(C)CC2)cc1` gave D1 agonist 6, TRHR agonist 0.6, D2 antag -3, D1 PAM -9, RXFP1 antagonist 14, TRHR enhancer -4, D1 antagonist 4, D2 agonist 0.4 and D2 potentiator -3.
Screening Cc1ccc(-n2ncc3c(NCC(C)C)ncnc32)c(C)c1 returned D1 agonist -1, TRHR agonist 0.8, D1 PAM -1, RXFP1 antagonist 1, TRHR enhancer -1, D1 antagonist -32*, D2 agonist -1.1 and D2 potentiator 28.
Cc1ccccc1OCC(=O)NNC=O was read as D1 agonist 1, TRHR agonist 0.6, D2 antag 8, D1 PAM -3, RXFP1 antagonist 1, TRHR enhancer 3, D1 antagonist 19, D2 agonist 0.6 and D2 potentiator -2.
CC(C)Cn1c(N)cc(=O)n(C)c1=O was read as D1 agonist 3, TRHR agonist 0.3, D2 antag 5, D1 PAM -3, RXFP1 antagonist 9, TRHR enhancer 10, D1 antagonist -7, D2 agonist 1.4 and D2 potentiator -5.
Screening COc1ccc(Nc2oc(-c3ccc(COc4ccc(OC)cc4)o3)nc2C#N)cc1 returned D1 agonist 0, TRHR agonist 0.2, D1 PAM -2, RXFP1 antagonist -5, TRHR enhancer -6, D1 antagonist -8, D2 agonist -0.4 and D2 potentiator 6.
For O=C(CCC(=O)N1CC2CCCN2c2ccccc21)NCc1ccccc1Cl (stereo not drawn) the results were D1 agonist 6, TRHR agonist -0.4, D1 PAM -3, RXFP1 antagonist -15, TRHR enhancer -10 and D1 antagonist -15.
CC(=O)Oc1ccc(C)cc1N1C(=O)c2ccc(C(=O)O)cc2C1=O was read as D1 agonist 1, TRHR agonist -0.3, D2 antag -17, D1 PAM -1, RXFP1 antagonist -19, TRHR enhancer 28, D1 antagonist 27, D2 agonist 0.7 and D2 potentiator 20.
Screening CCOc1ccc(/C=N/NC(=O)c2cc(-c3ccco3)nc3ccccc23)cc1 returned D1 agonist 3, TRHR agonist 0.1, D2 antag -6, D1 PAM -1, RXFP1 antagonist -19, TRHR enhancer -8, D1 antagonist 11, D2 agonist 1.5 and D2 potentiator 6.
Screening O=C(Nc1nc(-c2ccc([N+](=O)[O-])cc2)cs1)c1c(F)cccc1F returned D1 agonist 3, TRHR agonist 0.6, D2 antag -3, D1 PAM -5, RXFP1 antagonist -8, TRHR enhancer -6, D1 antagonist -3, D2 agonist -1.1 and D2 potentiator -5.
For COCc1nnc(NS(=O)(=O)c2ccc(C)cc2)s1 the results were D1 agonist 0, TRHR agonist -0.1, D2 antag -15, D1 PAM 0, RXFP1 antagonist -4, TRHR enhancer -2, D1 antagonist -9, D2 agonist 0.9 and D2 potentiator -4.

A portion from further up:
`CCCN(CCC)S(=O)(=O)c1ccc(C(=O)N2CCN(C)CC2)cc1` gave D1 agonist 6, TRHR agonist 0.6, D2 antag -3, D1 PAM -9, RXFP1 antagonist 14, TRHR enhancer -4, D1 antagonist 4, D2 agonist 0.4 and D2 potentiator -3.
Screening Cc1ccc(-n2ncc3c(NCC(C)C)ncnc32)c(C)c1 returned D1 agonist -1, TRHR agonist 0.8, D1 PAM -1, RXFP1 antagonist 1, TRHR enhancer -1, D1 antagonist -32*, D2 agonist -1.1 and D2 potentiator 28.
Cc1ccccc1OCC(=O)NNC=O was read as D1 agonist 1, TRHR agonist 0.6, D2 antag 8, D1 PAM -3, RXFP1 antagonist 1, TRHR enhancer 3, D1 antagonist 19, D2 agonist 0.6 and D2 potentiator -2.
CC(C)Cn1c(N)cc(=O)n(C)c1=O was read as D1 agonist 3, TRHR agonist 0.3, D2 antag 5, D1 PAM -3, RXFP1 antagonist 9, TRHR enhancer 10, D1 antagonist -7, D2 agonist 1.4 and D2 potentiator -5.
Screening COc1ccc(Nc2oc(-c3ccc(COc4ccc(OC)cc4)o3)nc2C#N)cc1 returned D1 agonist 0, TRHR agonist 0.2, D1 PAM -2, RXFP1 antagonist -5, TRHR enhancer -6, D1 antagonist -8, D2 agonist -0.4 and D2 potentiator 6.

The listing continues:
`Cc1ccccc1CNC(=O)Nc1ccc2c(c1)N(C)C(=O)c1ccccc1S2` gave D1 agonist 1, TRHR agonist -0.2, D1 PAM -3, RXFP1 antagonist -39, TRHR enhancer 1, D1 antagonist -38*, D2 agonist 0.7 and D2 potentiator 2.
`CS(=O)(=O)N(CC(=O)NCC1CCCO1)c1cccc(Cl)c1` (stereo not drawn) gave D1 agonist 1, TRHR agonist 0.0, D2 antag 2, D1 PAM 1, RXFP1 antagonist 3, TRHR enhancer 13, D1 antagonist -6, D2 agonist -0.1 and D2 potentiator 5.
CC(=O)Nc1ccc(S(=O)(=O)N(Cc2ccccc2)c2ccccc2F)cc1 was read as D1 agonist 0, TRHR agonist -1.1, D2 antag -21, D1 PAM -5, RXFP1 antagonist -14, TRHR enhancer 0, D1 antagonist 12, D2 agonist -0.1 and D2 potentiator 0.
O=C(C1CCCCC1)N1CCC(c2nc3c(nnn3Cc3c(F)cccc3Cl)c(=O)[nH]2)CC1 was read as D1 agonist 0, TRHR agonist -0.4, D2 antag -9, D1 PAM -1, RXFP1 antagonist 7, TRHR enhancer -1, D1 antagonist 32, D2 agonist -0.1 and D2 potentiator 28.
Screening COc1ccccc1NC(=O)Cn1c(=O)sc2ccccc21 returned D1 agonist -2, TRHR agonist -0.4, D2 antag 2, D1 PAM -1, RXFP1 antagonist 7, TRHR enhancer -3, D1 antagonist -19, D2 agonist -0.4 and D2 potentiator -3.
Screening Fc1ccc(-n2cc(-c3ccccc3)[n+]3c2SCC3)cc1 returned D1 agonist 1, TRHR agonist 0.4, D2 antag -4, D1 PAM -4, RXFP1 antagonist -7, TRHR enhancer 4, D1 antagonist 7, D2 agonist 0.2 and D2 potentiator -3.
`NNc1ncnc2scc(-c3ccc(Cl)cc3)c12` gave D1 agonist 1, TRHR agonist -0.4, D1 PAM -1, RXFP1 antagonist -17, TRHR enhancer 4, D1 antagonist 5 and D2 potentiator 5.
For COc1ccc(S(=O)(=O)NCc2ccc(C(=O)NCc3cccnc3)cc2)cc1 the results were D1 agonist -2, TRHR agonist 0.1, D2 antag -29, D1 PAM -1, TRHR enhancer 0, D1 antagonist 18, D2 agonist -0.1 and D2 potentiator 8.
Screening CC(=O)c1ccc(OCCCC(=O)NC(C)c2ccc(S(N)(=O)=O)cc2)cc1 (stereo not drawn) returned D1 agonist 2, TRHR agonist -2.1, D2 antag -11, D1 PAM -5, RXFP1 antagonist 2, TRHR enhancer 4, D1 antagonist -25, D2 agonist -1.1 and D2 potentiator 3.
`CCOc1ccc(CNc2ccc3c(c2)ncn3C)cc1` gave D1 agonist 20, TRHR agonist -0.9, D2 antag 17, D1 PAM -4, RXFP1 antagonist -1, TRHR enhancer 8, D1 antagonist -12, D2 agonist -1.9 and D2 potentiator 6.
Screening CCCCC1(CC(=O)OCC)C(=O)N(c2ccccc2)N(c2ccccc2)C1=O returned D1 agonist 0, TRHR agonist -1.4, D2 antag 1, D1 PAM -3, RXFP1 antagonist -1, TRHR enhancer 0, D1 antagonist 0, D2 agonist -2.0 and D2 potentiator -5.
Cc1ccc(N(C)/N=C/c2ccc(Cl)cc2Cl)nn1 was read as D1 agonist 0, TRHR agonist -0.5, D2 antag 2, D1 PAM -6, RXFP1 antagonist 1, TRHR enhancer -7, D1 antagonist 0, D2 agonist 0.2 and D2 potentiator 1.
Cc1ccc(/C=C2\SC(=S)N(CCCC(=O)Nc3ccccc3C(=O)O)C2=O)cc1 was read as D1 agonist 7, TRHR agonist 9.3, D2 antag 14, D1 PAM -3, RXFP1 antagonist -3, TRHR enhancer -7, D1 antagonist 0, D2 agonist -1.1 and D2 potentiator 6.
`CC(Nc1nc(Nc2ccc(F)cc2)nc(SCC(N)=O)n1)c1ccccc1` (stereo not drawn) gave D1 agonist 1, TRHR agonist 0.8, D2 antag -9, D1 PAM -9, RXFP1 antagonist -6, TRHR enhancer -5, D1 antagonist -11, D2 agonist 0.5 and D2 potentiator -5.
